Glyco luc inh: N-linked glycosylation inhibition; reporter increase, % at 12.5 µM; D54 ERlucT glycosylation luciferase reporter, 24 h; percent of 100 nM tunicamycin response; 0.23% of 360,000 active;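 active means mean luciferase reporter signal, scaled so untreated is 0 and the glycosylation-blocking control 100, at or above a set limit in every replicate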;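 further: luciferase carries N-glycosylation sites so blocking glycosylation raises the light; 0% = median of neutral control wells and 100% = median of 100 nM tunicamycin wells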
hiPSC survival: increases survival of single human iPS cells. hiPSC single-cell survival, ATPlite luminescence; 100% = ROCK inhibitor wells, 0% = DMSO. survival enhancement, % at 20 µM. 0.044% of 360,000 active. AID 602274; in the data active means survival enhancement above about 18%;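 further: cells exposed to compounds for 16 hours before the ATP read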
aDG glyco act: increases alpha dystroglycan glycosylation; 0.22% of 360,000 active; Pro5-aDG cells, alpha-DG glycosylation AlphaScreen (IIH6); 0% Pro5, 100% B10-LARGE cell signal; activation, % at 10 µM;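 active means activation of at least 8% versus controls, or a plate z-score of at least 8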;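 further: Pro5 are CHO cells carrying HIG-tagged alpha-DG that lacks glycosylation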
HTR2A ag: mouse HTR2A agonism via beta-arrestin recruitment; P35363; CHO-K1 mHTR2A beta-arrestin complementation, luminescence; percent of 30 µM serotonin response; activation, % at 7.6 µM; 0.66% of 360,000 active;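 active means activation above a run cutoff, the mean activation of all tested compounds plus 3 SD, cut at about 14% in these data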;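 further: 0% = plate median of compound wells and 100% = 30 µM serotonin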
ABHD5-PLIN5 inh: inhibitors of human ABHD5-perilipin-5 interaction; Split G. princeps luciferase complementation, luminescence, 4 h; inhibition, % at 4 µM; 0.78% of 360,000 active; AID 602281;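 active means inhibition above the mean inhibition across every tested compound plus 3 SD, cut at about 22% in these data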;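 further: 0% = DMSO only wells and the 100% control is not disclosed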
MC4R ag barr: agonists of human melanocortin 4 receptor (MC4R) beta-arrestin; AID 540308; 0.98% of 360,000 active; activation, % at 8.9 µM; U2OS MC4R beta-arrestin complementation, luminescence; percent of melanotan II response, DMSO zero;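 active means activation above a per-plate cutoff, the mean activation of sample wells on that plate plus 3 SD, cut at about 8% in these data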
Exocytosis inh: blocks lytic granule exocytosis. TALL-104 LAMP-1 surface exposure, flow cytometry; cells stimulated with thapsigargin and PMA. 0.66% of 360,000 active. inhibition, % at 10 µM;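 active means inhibition above about 55%, limit read from the data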
ABCB6 inh MLPCN: blocks the human ABCB6 transporter | Q9NP58 | K562-ABCB6 porphyrin accumulation, flow cytometry, 1 h; hits give low values | fluorescence ratio to DMSO, % at 10 µM | 0.19% of 360,000 active | AID 602162;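 active means fluorescence ratio to DMSO below 75%, the collection mean minus 3 SD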;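 further: signal is porphyrin accumulated inside mitochondria; 100% equals median channel fluorescence of DMSO control wells; lower ratio means ABCB6 inhibition with less porphyrin fluorescence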
Target sequence (Q9NP58 whole entry, looked up): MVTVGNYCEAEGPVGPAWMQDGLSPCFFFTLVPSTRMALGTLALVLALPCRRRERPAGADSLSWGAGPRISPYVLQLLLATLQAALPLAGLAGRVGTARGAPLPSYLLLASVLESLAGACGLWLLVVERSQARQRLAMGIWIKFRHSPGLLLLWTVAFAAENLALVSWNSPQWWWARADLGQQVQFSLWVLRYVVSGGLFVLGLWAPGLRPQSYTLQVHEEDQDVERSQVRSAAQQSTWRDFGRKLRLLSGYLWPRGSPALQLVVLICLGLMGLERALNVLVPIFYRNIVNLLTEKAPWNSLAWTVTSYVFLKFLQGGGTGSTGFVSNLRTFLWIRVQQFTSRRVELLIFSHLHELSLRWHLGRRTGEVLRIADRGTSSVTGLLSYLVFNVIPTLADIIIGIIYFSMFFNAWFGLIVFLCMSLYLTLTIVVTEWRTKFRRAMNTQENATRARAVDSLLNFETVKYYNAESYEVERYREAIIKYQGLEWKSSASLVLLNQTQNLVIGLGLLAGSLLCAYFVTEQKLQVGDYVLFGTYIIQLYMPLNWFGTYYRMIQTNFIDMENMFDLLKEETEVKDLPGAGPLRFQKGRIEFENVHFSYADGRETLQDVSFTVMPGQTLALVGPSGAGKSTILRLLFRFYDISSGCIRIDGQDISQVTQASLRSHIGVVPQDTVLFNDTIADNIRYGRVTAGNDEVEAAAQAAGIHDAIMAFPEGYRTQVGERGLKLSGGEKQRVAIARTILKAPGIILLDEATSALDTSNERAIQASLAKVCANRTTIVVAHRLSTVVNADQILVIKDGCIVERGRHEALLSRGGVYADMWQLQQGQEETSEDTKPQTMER
MC4R antag cAMP: blocks human MC4R cAMP signaling. 0.48% of 360,000 active. MC4R-expressing cells, MTII-stimulated cAMP, LANCE TR-FRET. AID 540295. P32245. inhibition, % at 6.5 µM;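 active means inhibition above its plate's cutoff, the mean of tested wells on that plate plus 3 SD, cut at about 29% in these data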;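 further: 0% = Melanotan II alone and 100% = Melanotan II plus saturating MCL0020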
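system = U2OS cells with stable human MC4R expression | also added = Melanotan II challenge after compound preincubation | dosing = one concentration, 6.5 µM nominal | incubation = compound 30 min, challenge 1 h, detection 1 h | measured by = TR-FRET with Eu-cAMP and labeled anti-cAMP, 671 nm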
Cardio protect: myocardial damage modulation in H9c2 cells. H9c2 cardiomyocytes, H2O2 injury protection, ATPLite, 2 h. protection from H2O2 cell death, % at 20 µM. 0.63% of 360,000 active;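 active means compounds giving at least 50% protection of heart cells from peroxide-induced death in the single-dose screen, raw or plate-pattern-corrected value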;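 further: 0% = DMSO wells with peroxide and 100% = DMSO wells without peroxide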
An asterisk follows results filed as active; . = not tested or not shown. Not a hit list; 4.5% or so of the library scored in one or more.

SMILES	Glyco luc inh	hiPSC survival	aDG glyco act	HTR2A ag	ABHD5-PLIN5 inh	MC4R ag barr	Exocytosis inh	ABCB6 inh MLPCN	MC4R antag cAMP	Cardio protect
CCN1CC(CN(C)Cc2nc(-c3cccs3)no2)CC1=O (stereo unspecified)	0	0.8	-0.1	-1	-1	-4.1	4	97	8	6
O=[N+]([O-])c1ccc(OCC2CC(c3ccccc3)=NO2)cc1 (stereo unspecified)	0	-0.1	-0.1	-6	-4	-2.8	54	99	2	-4
COc1cccc(NC(=O)N2C3CCCC2CC(NC(=O)C2CC2)C3)c1 (stereo unspecified)	1	0.4	0.0	5	-9	0.2	1	83	-1	4
CCCOc1ccc(CCc2n[nH]c(=S)n2-c2ccccc2)cc1	-1	-0.5	0.6	-2	-1	-0.7	0	97	22	-12
Cc1cc(N2CCCCCC2)n2nc(C)c(-c3ccccc3)c2n1	-1	0.0	0.0	-4	5	-0.1	34	95	3	-9
O=C(CCC1CCCN(Cc2ccc3c(c2)OCCO3)C1)NCc1ccccc1F (stereo unspecified)	-1	-0.9	-0.2	-7	1	-2.8	4	94	29*	5
COCCN1C=C(C(=O)OC)C(c2ccc(Cl)cc2)C(C(=O)OC)=C1	-3	-1.4	0.8	-3	6	0.0	12	90	3	-1
CCOC(=O)C1=C(O)C(=O)N(Cc2ccccc2)CC1	2	-1.1	-0.1	1	-4	-1.9	1	101	-5	1
Cn1c(C(=O)O)c(CC(=O)Nc2ccc(F)cc2F)c2ccccc21	0	-1.8	-0.1	-3	-2	-2.4	-2	113	1	-2
FC(c1nc2ccccc2[nH]1)C(F)(F)F (stereo unspecified)	2	1.2	-0.2	7	4	-1.8	-1	93	0	7
CNC(=S)N(CCc1ccc(S(N)(=O)=O)cc1)C1CC(=O)N(c2ccccc2F)C1=O (stereo unspecified)	-1	0.0	0.1	-2	-3	-1.3	-3	101	24	-4
O=C(NCc1ccco1)c1cnn2c(C(F)F)cc(-c3ccccc3)nc12	4	0.9	0.2	-5	6	-1.5	-2	96	7	3
O=c1ccnc(NCCc2ccccc2)[nH]1	1	-0.6	0.3	-6	0	-1.4	2	97	-4	12
COc1ccc(C(=O)c2ccc(N3CCN(C4CC(=O)NC4=O)CC3)cc2)cc1F (stereo unspecified)	0	-2.3	0.0	6	4	-1.2	-6	102	7	2
CCc1ccc(C(=O)CSc2ncn[nH]2)cc1	0	-0.9	-0.1	-1	-6	-0.6	-2	94	1	0
O=C(/C=C/[C@H]1O[C@@H](n2cnc3c(NC(=O)c4ccccc4)ncnc32)[C@H](O)[C@@H]1O)NCC(c1ccccc1)c1ccccc1	2	2.2	0.3	-5	-2	.	-5	98	.	6
C=CCSc1nnc2c(n1)OC(c1c(C)[nH]n(-c3ccccc3)c1=O)Nc1ccccc1-2 (stereo unspecified)	-1	4.6	-0.1	-2	-6	-1.9	0	98	7	-25
O=C(c1ncc[nH]1)c1ccccc1C(=O)N1CCOCC1	1	-2.9	0.0	-3	-2	0.7	6	102	15	2
COc1ccc(CN2CCC(c3nc4ccc(Cl)cc4[nH]3)CC2)cc1	22	0.1	0.8	-2	5	-1.1	5	94	4	-4
O=CNCCc1nc2ccccc2n1CCc1ccccc1	2	0.6	-0.1	1	5	-0.9	6	99	4	-6
O=C(COC(=O)/C=C/c1ccccc1)NCCC1=CCCCC1	1	4.8	0.6	-2	5	0.8	-2	96	22	-5
CC(Oc1ccccc1)C(=O)N=C1SC2CS(=O)(=O)CC2N1c1ccccc1 (stereo unspecified)	0	0.4	0.5	-1	-7	0.9	-4	96	17	8
Cc1nnc2ccc(-c3cccc(NS(=O)(=O)c4cc(F)ccc4F)c3)nn12	7	-0.1	0.1	9	6	2.0	-2	100	0	29
COc1cccc(NC(=O)CCCCCN2C(=O)[C@@H]3Cc4ccccc4CN3C2=O)c1	-1	0.3	0.2	3	-8	-0.6	1	98	1	-1
Cc1cc(OCCOCCN2CCCC2)ccc1C(C)C	-2	-0.8	0.3	-12	-3	-0.6	2	92	0	1

(more compounds)
SMILES	Glyco luc inh	hiPSC survival	aDG glyco act	HTR2A ag	ABHD5-PLIN5 inh	MC4R ag barr	Exocytosis inh	ABCB6 inh MLPCN	MC4R antag cAMP	Cardio protect
Cc1[nH]c(=O)[nH]c(=O)c1NC(=O)CSc1ncccc1-c1nc2ccccc2[nH]1	-3	-1.8	0.0	-7	2	-1.2	-6	100	6	-3
CC/C(=N\NC(=O)c1c[nH]c2ccccc12)c1cccs1	1	-2.0	0.0	-3	1	2.2	-4	103	-2	-6
NC(=O)C1CCN(Cc2nc3ccccc3c(=O)[nH]2)CC1	0	-1.1	-0.1	0	10	-1.9	-1	97	-1	6
O=C(COc1ccccc1)N=C1SC2CS(=O)(=O)CC2N1c1ccc(F)cc1 (stereo unspecified)	2	-0.6	0.8	5	-1	-0.5	-6	106	10	-2
CCCN(C1CCS(=O)(=O)C1)S(=O)(=O)c1cc(OC)ccc1OC (stereo unspecified)	2	0.2	0.5	3	4	-1.4	1	94	5	15
COc1ccc(OC)c(NC(=O)COC(=O)c2ccc(OC)c(S(=O)(=O)N3CCCC3)c2)c1	1	-0.1	0.2	2	-3	-0.6	-6	89	21	-4
CCCCOc1ccc(C(=O)OCC(=O)Nc2cc(C)on2)cc1	1	-1.0	0.0	3	-6	5.2	-3	111	2	-2
O=C(C1CCCN(c2ncnc3c2nc2n3CCCCC2)C1)N1CCN(c2ccc(Cl)cc2)CC1 (stereo unspecified)	3	1.2	-0.1	5	1	-0.7	2	102	25	1
COc1ccccc1Cn1c(=O)[nH]c2cccnc21	-7	3.8	-0.1	7	8	-1.1	0	103	9	3
Cc1onc(-c2ccccc2Cl)c1C(=O)Nc1sc2c(c1C#N)CCC2	-3	-1.0	0.6	0	-9	0.9	-1	76	3	-6
Cc1cc(/C=N/n2c(COc3ccccc3C)nc3ccccc3c2=O)c(O)c([N+](=O)[O-])c1	0	1.7	0.1	2	2	-2.2	5	147	5	19
CN(C)c1ccc(S(=O)(=O)N2CCCCC2)cc1NC(=O)COc1ccccc1F	-1	0.7	-0.1	-7	-4	1.1	-1	93	11	-1
CC1(C)CC(c2nc(-c3ccc([N+](=O)[O-])cc3)cs2)CCO1 (stereo unspecified)	-2	-0.3	0.5	-5	-8	0.9	-3	100	-1	-6
COc1ccccc1Nc1ncccc1C(=O)O	0	-0.2	-0.2	6	-1	-3.0	0	92	-2	2
COc1ccc(OC)c(NC(=S)N2CCN(Cc3ccccc3)CC2)c1	0	-0.9	0.0	3	4	4.4	2	100	-2	0
COCCNC(=S)N(CCc1c(C)[nH]c2ccc(F)cc12)Cc1cccs1	-11	4.5	0.0	5	9	-2.4	5	96	1	6
COc1ccc(CCNC2=NCCS2)cc1	-2	4.8	0.3	1	1	0.7	1	94	5	15
Cc1ccc(/C=C2\SC(=S)N(CC3CCCO3)C2=O)o1 (stereo unspecified)	-7	0.4	0.3	-3	-3	-2.8	19	100	8	-6
Cc1ccccc1-c1nn(-c2ccc(F)cc2F)cc1CNCCCN(C)C	-1	-0.6	0.7	-4	16	4.2	29	96	11	10
CCC1Sc2ccc(S(=O)(=O)CCC(=O)Nc3ccc(OC(F)(F)F)cc3)cc2NC1=O (stereo unspecified)	-4	0.3	-0.1	-6	-18	4.9	27	96	18	-1
CC(C)CCNC(=O)c1ccc2nc[nH]c2c1	4	-2.1	0.3	10	6	0.8	-6	105	-1	6
O=C(NCCc1ccccc1)c1ccc(S(=O)(=O)N2CCCCC2)cc1	1	3.2	-0.1	-6	-5	-1.2	-7	96	-2	6
Cc1ccc(-c2nnc(N)s2)cc1	2	-1.4	0.0	1	1	-0.8	7	69*	-3	-5
Cc1noc(NS(=O)(=O)c2ccc(NC(=O)CSc3nnc4c(n3)[nH]c3ccccc34)cc2)c1C	2	-0.9	-0.1	0	-4	0.4	1	103	0	-5
C/C=C/c1cnc2c(c1)C(=O)N([C@H](C)CO)C[C@H](C)[C@@H](CN(C)C(=O)CN1CCOCC1)O2	1	1.6	0.0	2	-2	-0.2	3	98	0	12

Entries of single compounds, quoted from the list.
O=C(COc1ccccc1)N=C1SC2CS(=O)(=O)CC2N1c1ccc(F)cc1 (stereo unspecified) is entered as Glyco luc inh = 2; hiPSC survival = -0.6; aDG glyco act = 0.8; HTR2A ag = 5; ABHD5-PLIN5 inh = -1; MC4R ag barr = -0.5; Exocytosis inh = -6; ABCB6 inh MLPCN = 106; MC4R antag cAMP = 10; Cardio protect = -2
COc1ccccc1Nc1ncccc1C(=O)O is entered as Glyco luc inh = 0; hiPSC survival = -0.2; aDG glyco act = -0.2; HTR2A ag = 6; ABHD5-PLIN5 inh = -1; MC4R ag barr = -3.0; Exocytosis inh = 0; ABCB6 inh MLPCN = 92; MC4R antag cAMP = -2; Cardio protect = 2

(next part)
SMILES	Glyco luc inh	hiPSC survival	aDG glyco act	HTR2A ag	ABHD5-PLIN5 inh	MC4R ag barr	Exocytosis inh	ABCB6 inh MLPCN	MC4R antag cAMP	Cardio protect
O=C(O)C1=C[C@@H](c2ccccc2)C[C@@H](OCc2ccc(CO)cc2)O1	2	1.5	0.1	-2	8	-0.9	0	81	1	-4
COc1ccc(CNc2ccc([N+](=O)[O-])cn2)cc1	0	1.4	0.1	-14	4	1.3	2	100	14	-4
CCCCC1=CC2=CC(=O)C(C)(OC(=O)CCc3ccccc3)C(=O)C2=CO1 (stereo unspecified)	2	-0.6	-0.2	3	3	-0.2	-5	100	22	7
O=C(N/N=C/c1ccncc1)c1ccccc1[N+](=O)[O-]	1	6.1	-0.1	-7	-3	1.0	-2	111	24	0
O=C(Nc1cccc(Cl)c1N1CCOCC1)c1cccnc1	0	0.5	0.0	1	1	-1.9	18	94	2	-2
COc1ccc2oc(C(=O)Nc3cccc(S(=O)(=O)N4CCOCC4)c3)c(C)c2c1	-2	0.9	0.1	7	1	-2.3	-3	97	-2	4
CCCNC(=O)c1ccccc1NC(=O)CN(c1ccccc1OCC)S(C)(=O)=O	-1	2.7	0.4	-1	-3	-1.5	3	92	2	8
O=C(Nc1ccccc1)Nc1ccc2nnsc2c1	-3	0.4	0.1	-4	-6	3.6	-8	98	11	-14
CCCCC[C@@H]1C=C(C(=O)O)[C@H](c2ccc(Br)cc2)N1S(=O)(=O)c1ccc(C)cc1	-1	2.7	0.3	6	6	0.3	-5	103	-5	1
N#Cc1cccc(NC(=O)CCN2C(=O)C3CCCCC3C2=O)c1 (stereo unspecified)	-1	-1.0	0.9	-1	-8	-1.6	-3	106	-1	0
COc1ccccc1CNCCS(=O)(=O)NCc1ccccc1OC	2	4.8	-0.2	-4	-5	-2.3	-13	99	-3	5
O=C(NN=C(Cc1ccccc1)Cc1ccccc1)c1ccncc1	0	-0.1	0.1	-6	-9	1.5	-1	96	6	15
Cn1ncc(Cl)c1C(=O)N1CCc2ccccc21	0	3.8	0.0	1	3	-0.6	-1	104	10	1
COc1ccc(CN2CCN(CC3CC3)CC2CCO)c(C)c1C (stereo unspecified)	-2	-0.6	0.1	-8	-9	0.7	0	100	8	-2
CN1CCc2c(sc(NC(=O)Cc3ccc(F)cc3)c2C(N)=O)C1	4	0.4	0.0	-8	11	-1.2	-9	104	-1	-2
Cc1ccc(N2C(=O)C3C4CC(=O)C(c5ccccc54)C3C2=O)cc1 (stereo unspecified)	2	0.0	-0.2	2	-2	-1.7	-6	88	0	8

Compound activity deposited in PubChem BioAssay by several laboratories.
